CFTR F508del cor: F508del CFTR correction, initial screen, CFBE line, single point; CFBE cells, YFP halide quenching; stimulated with forskolin plus potentiator P3; % fluorescence drop versus neutral controls; activity (quench increase), % at 7.58 µM; 350,000 tested, 0.36% active; AID 720511, 2013;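 active = mean added fluorescence quench of at least 8% versus neutral control, with both replicates also reaching 8%; inconclusive = only one of the mean or replicate conditions met; inactive = mean below 8% and not both replicates reaching 8%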;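 also: cells transiently co-express mutant CFTR-F508del with the halide-sensitive YFP; corrector assay measuring rescue of mutant channel to the surface after 24 h compound exposure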
CASP6 VEID inh: human caspase-6 inhibitors, primary screen, biochemical, VEID-R110 fluorescence, single point, set 2 | P55212 | purified caspase-6, Z-VEID-R110 cleavage fluorescence | inhibition, % at 12.5 µM | 350,000 tested, 0.53% active | AID 686996, 2013;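 active = mean inhibition across replicates at least about 35%, with every replicate also reaching that limit, limit read from the data; inconclusive = only one of the two criteria met; inactive = neither criterion met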;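 also: 0% = median of neutral control wells and 100% = no fluorescence left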
Target sequence (P55212 24-179 limits assumed): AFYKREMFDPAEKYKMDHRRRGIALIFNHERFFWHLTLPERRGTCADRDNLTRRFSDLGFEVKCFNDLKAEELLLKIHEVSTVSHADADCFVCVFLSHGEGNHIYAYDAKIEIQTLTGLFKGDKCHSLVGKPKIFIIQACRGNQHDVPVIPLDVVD
Target sequence (P55212 194-293 limits assumed): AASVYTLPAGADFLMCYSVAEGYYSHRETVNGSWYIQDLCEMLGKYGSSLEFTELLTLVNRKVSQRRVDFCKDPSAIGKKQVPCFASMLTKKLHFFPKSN
RAD52 inh: RAD52 DNA annealing inhibitors, primary screen, biochemical, FRET, single point, set 2 | 360,000 tested, 0.46% active | recombinant RAD52 DNA annealing, FRET fluorescence | inhibition, % at 18.7 µM;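 active = every replicate showing at least 50% inhibition; inconclusive = mean inhibition at least 50% but not in every replicate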
E-sel inducer: E-selectin induction in HUVECs, primary screen, imaging, HUVEC, immunofluorescence imaging, single point; P16581; normalized: neutral wells 0, TNF-alpha wells 100; activation, % at 7.58 µM; 260,000 tested, 0.37% active; AID 686992, 2013;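 active = mean E-selectin-positive cell signal at least 10% of the positive control, reached in at least 60% of replicates, without over 20% cell loss; inconclusive = no rule given, readout overlaps actives, possibly toxicity-flagged; inactive = the rest, including those meeting only one limit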;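 also: in these data hits start at about 27%; measured in HUVEC primary endothelial cells; signal is the percent of cells scored E-selectin positive by PE staining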
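assay system = HUVEC, human umbilical vein endothelial cells | input = 3,000 HUVEC seeded per well | medium = EGM-2 growth medium on 0.1% gelatin-coated wells | dosing = one compound dose added by pin transfer | signal = immunofluorescence imaging | read-out basis = % PE-positive cells | control set = TNF-alpha, DMSO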
INS-1E GSIS act: GLuc luminescence reporter in INS-1E cells, primary screen for activators of glucose-dependent secretion of insulin; INS-1E GLuc reporter insulin secretion, 2-3 h; activation, % at 16.6 µM; 370,000 tested, 0.61% active; AID 743287, 2014;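 active = lowest replicate activation of at least 40%, so every replicate reaches that level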;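 also: 0% = median of neutral control wells and 100% = median of IBMX positive control wells; some compounds called inactive have numbers as strong as hits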
XiGFP reactiv: activators of inactive X chromosome reactivation, primary screen, imaging, XiGFP fibroblasts, GFP high-content imaging, set 2; XiGFP mouse fibroblasts, % GFP-positive cells imaging, 3 d; cells co-treated with 5-aza-dC sensitizer; scaled so ellipticine positive control = 100%; activation, % at 7.58 µM; 360,000 tested, 0.055% active;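 active = mean normalized replicate activation at least 10% and every replicate at or above 10%; inconclusive = only one of the two criteria met; inactive = mean below 10% and not all replicates reach 10%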;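 also: 0% = median of on-plate neutral control wells and 100% = ellipticine 6 µM median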
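System: SV40-immortalized XiGFP fibroblast cells, line 68-5-11 / Incubation: 3-day compound exposure, then 15 min fixation at room temperature / Compound: single concentration per compound, delivered by pin transfer / Buffer or medium: DMEM plus 5-aza-dC sensitizer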
RAD54 branch: inhibitors of human RAD54 branch migration, primary screen, biochemical, fluorescence, single point; AID 602329, 2012; DNA repair and recombination protein RAD54-like (Homo sapiens), Q92698; RAD54 Holliday junction branch migration, FAM/BHQ fluorescence; inhibition, % at 10.4 µM; 360,000 tested, 0.14% active;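 active = mean normalized replicate activity at least 40 and at least half of replicates scoring 40 or more; inconclusive = only one of the two criteria met; inactive = mean below 40 and under half of replicates reaching 40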;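 also: 0% = median of neutral control wells and 100% = median of positive control wells; inhibitors cause a drop in the FAM fluorescence signal; in these data hits start at about 50%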
Target sequence (Q92698 whole entry, looked up): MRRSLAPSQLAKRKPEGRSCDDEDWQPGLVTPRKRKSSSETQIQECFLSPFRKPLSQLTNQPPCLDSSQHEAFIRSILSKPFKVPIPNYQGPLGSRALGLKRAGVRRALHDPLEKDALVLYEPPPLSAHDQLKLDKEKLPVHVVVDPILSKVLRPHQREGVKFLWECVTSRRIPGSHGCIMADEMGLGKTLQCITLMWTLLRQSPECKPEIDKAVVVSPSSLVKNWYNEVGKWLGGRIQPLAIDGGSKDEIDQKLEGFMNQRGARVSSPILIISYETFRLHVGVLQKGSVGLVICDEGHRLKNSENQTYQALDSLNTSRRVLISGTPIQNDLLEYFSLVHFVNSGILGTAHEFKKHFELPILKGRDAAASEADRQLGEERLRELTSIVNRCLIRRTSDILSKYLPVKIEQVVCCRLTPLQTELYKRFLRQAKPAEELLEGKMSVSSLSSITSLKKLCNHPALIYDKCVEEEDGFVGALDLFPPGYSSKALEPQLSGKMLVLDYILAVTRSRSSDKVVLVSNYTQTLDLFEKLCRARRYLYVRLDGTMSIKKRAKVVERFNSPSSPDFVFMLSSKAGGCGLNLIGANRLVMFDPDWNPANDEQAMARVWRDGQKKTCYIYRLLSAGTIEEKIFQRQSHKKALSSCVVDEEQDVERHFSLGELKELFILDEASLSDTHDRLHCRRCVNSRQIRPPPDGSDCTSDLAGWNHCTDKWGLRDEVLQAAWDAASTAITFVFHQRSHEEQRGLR
DENV2 CPE rescue: inhibitors of DENV2 cytopathic effect, primary screen, cell-based, plate reader, single concentration | AID 651640, 2012 | DENV2-infected cells, cytopathic effect rescue | 350,000 tested, 1.7% active | CPE inhibition, % at 9.99 µM; in the data active = CPE inhibition above about 20%, passing the limit was not always enough; inconclusive = no clear call, values can overlap the other calls; tested in BHK-21 cells;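 also: 0% = median of neutral control wells and 100% = median of positive control wells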
Active calls of the source: *; i = inactive; ? = inconclusive; nt = not tested or not shown.

The opening 3 entries, ahead of the listing:
No.	SMILES	CFTR F508del cor	CASP6 VEID inh	RAD52 inh	E-sel inducer	INS-1E GSIS act	XiGFP reactiv	RAD54 branch	DENV2 CPE rescue
1	CC1CCCCC1n1c(-c2cccnc2)n[nH]c1=S (configuration not stated)	2.2	-1	4	-1.2	-17	0.4	nt	0
2	C[C@@H]1CN([C@@H](C)CO)C(=O)Cc2cc(NC(=O)C3CC3)ccc2O[C@@H]1CN(C)S(=O)(=O)c1ccc(F)cc1	0.0	2	10	-0.5	0	0.0	9	5
3	CC(C)CC(=O)Nc1nnc(SCC(=O)NCC2CCCO2)s1 (configuration not stated)	0.1	3	0	-0.3	-8	-0.1	0	-1

The whole of this part, from the first entry:
No.	SMILES	CFTR F508del cor	CASP6 VEID inh	RAD52 inh	E-sel inducer	INS-1E GSIS act	XiGFP reactiv	RAD54 branch	DENV2 CPE rescue
1	CC1CCCCC1n1c(-c2cccnc2)n[nH]c1=S (configuration not stated)	2.2	-1	4	-1.2	-17	0.4	nt	0
2	C[C@@H]1CN([C@@H](C)CO)C(=O)Cc2cc(NC(=O)C3CC3)ccc2O[C@@H]1CN(C)S(=O)(=O)c1ccc(F)cc1	0.0	2	10	-0.5	0	0.0	9	5
3	CC(C)CC(=O)Nc1nnc(SCC(=O)NCC2CCCO2)s1 (configuration not stated)	0.1	3	0	-0.3	-8	-0.1	0	-1
4	COCCn1c(SCC(=O)Nc2ccccc2C(F)(F)F)nc2ccccc2c1=O	-0.8	-2	-10	nt	22	0.5	-5	5
5	COc1ccccc1-c1cnc2c(c1)C(=O)N([C@H](C)CO)C[C@@H](C)[C@@H](CN(C)Cc1ccc(C(=O)O)cc1)O2	-0.9	5	14	0.1	23	1.4	1	17
6	CCc1nnc(NC(=O)CSc2ccc(Cl)cc2)s1	-1.6	-4	-2	0.0	6	0.0	-3	-6
7	COc1ccccc1CNC(=O)c1cc(-c2ccccc2C)n(CC2CC(c3cccc([N+](=O)[O-])c3)=NO2)n1 (configuration not stated)	1.7	1	-7	-0.5	-15	0.0	-9	nt
8	COc1cc(NS(=O)(=O)c2ccc3c(c2)oc(=O)n3C)cc(OC)c1OC	-2.7	8	7	-0.1	-17	0.3	9	9
9	COc1ccc(NC(=O)CN(c2c(C)cccc2C)S(C)(=O)=O)cc1	1.6	3	5	nt	-8	0.0	3	2
10	COC(=O)c1ccc(COC(=O)c2cc3ccccc3oc2=O)cc1	-0.1	3	-6	nt	nt	0.0	10	4
11	O=C(O)c1nccnc1C(=O)N1CCN(c2ccccc2)CC1	nt	2	-18	0.4	7	-0.1	nt	2
12	CCOc1ccccc1/C=C/c1onc(C)c1S(=O)(=O)N1CCC(C(=O)NC(C)(C)C)CC1	1.1	-3	-6	nt	-1	0.0	-3	-5
13	Cc1noc(C)c1S(=O)(=O)N(C)C[C@H]1Oc2ccc(NS(=O)(=O)c3cn(C)cn3)cc2CC(=O)N([C@@H](C)CO)C[C@H]1C	1.3	0	7	-0.1	-7	-0.6	-6	-4
14	C[C@H](CO)N1C[C@H](C)[C@H](CN(C)S(=O)(=O)c2ccc(F)cc2)OCCCC[C@H](C)Oc2ccc(NC(=O)Cc3ccccc3)cc2C1=O	-0.3	nt	nt	-0.2	-23	0.1	-4	17
15	Cn1ccc2c(N3CCCCCCC3)cc3c(c21)C1CCC3O1 (configuration not stated)	0.1	-1	23	nt	-9	0.1	11	2
16	Cc1ccc(OCCn2cc(/C=N/NC(=O)c3ccncc3)c3ccccc32)cc1	-2.6	nt	nt	-0.5	-1	0.0	1	nt
17	C[C@H](CO)N1C[C@H](C)[C@@H](CN(C)S(=O)(=O)c2ccccc2)Oc2c(NS(C)(=O)=O)cccc2C1=O	-1.1	1	2	nt	1	0.2	6	6
18	CC(=O)Nc1cccc(-c2nc3ccc(NC(C)=O)cc3s2)c1	5.5	-3	-37	nt	1	0.0	nt	-6
19	CC(=O)N1CC2(C1)[C@H](c1ccccc1)[C@@H](CO)N2S(=O)(=O)c1ccccc1	-2.3	2	-7	0.1	-2	0.0	nt	12
20	CC1=Nc2cc(C(=O)NCC3CCCO3)ccc2Sc2ccc(Br)cc21 (configuration not stated)	13*	0	-18	1.8	nt	0.2	-6	2
21	C[C@H]1CN([C@@H](C)CO)S(=O)(=O)c2ccc(-c3ccncc3)cc2O[C@@H]1CN(C)C(=O)Nc1ccc(C(F)(F)F)cc1	-1.7	-2	-4	1.4	-15	-1.4	-6	-18
22	O=C(COC(=O)c1ccc(Cl)nc1)NCCc1ccc(Cl)cc1	-4.8	-1	-7	-0.4	nt	0.0	8	-5
23	CCOC(=O)N1CCN(C(=O)c2ccc(Cl)nc2)CC1	1.1	-2	-5	-1.7	17	0.2	4	5
24	COc1ccc(C(=O)O)cc1NCc1ccc(C)s1	-0.5	12	-14	nt	13	0.3	6	0
25	CC(C)NC(=O)N(C)C[C@H]1Oc2ccc(NC(=O)CCN3CCOCC3)cc2CC(=O)N([C@@H](C)CO)C[C@@H]1C	-1.1	-2	6	-0.1	2	0.2	-15	-2
26	COc1ccc(S(=O)(=O)N2CCOCC2)cc1NC(=O)CC1CC2CCC1C2 (configuration not stated)	3.4	0	-8	nt	8	0.2	0	-3
27	CCCCc1ccc(NC(=O)CSc2nnc(C)c(=O)n2N)cc1	-0.5	-3	-9	-0.3	-26	0.1	0	-6
28	O=C(O)c1cc2c(=O)c3ccccc3oc2nc1C(F)(F)F	nt	4	-16	0.0	12	0.0	-20	5
29	Cc1ccc(S(=O)(=O)N2CCN(C(=O)c3ccc(-n4cncn4)c([N+](=O)[O-])c3)CC2)cc1C	2.7	-1	-12	2.2	6	-0.1	-3	?
30	Cc1ccccc1NC(=O)c1ccc(Nc2c([N+](=O)[O-])cc([N+](=O)[O-])c3ccccc23)cc1	nt	1	-15	nt	-1	0.0	nt	-5
31	COc1cc(Br)cc(C2C3=C(CCCC3=O)N(c3ccc(F)cc3)C3=C2C(=O)CCC3)c1O	0.9	15	12	0.3	-6	0.0	nt	9
32	CN1CCN(C(=O)C[C@H]2CC[C@H]3[C@@H](COC[C@@H](O)CN3C(=O)c3ccccc3F)O2)CC1	2.8	nt	nt	0.3	4	0.1	-5	-4
33	COc1ccc(-c2ccc3sc4ccccc4c(=O)c3c2)cn1	1.0	1	-11	-0.1	nt	0.1	-9	?
34	COc1ccccc1NC(=O)Cc1ccc(-c2ccccc2)cc1	0.2	0	-18	-0.1	-11	0.1	-3	-4
35	O=S(=O)(N1CCCCCC1)N1CCN(S(=O)(=O)N2CCCCC2)CC1	-2.8	0	-13	nt	3	nt	-5	7
36	CC(=O)N(C)C[C@@H]1Oc2cc(C#Cc3cccc(F)c3)ccc2S(=O)(=O)N([C@H](C)CO)C[C@H]1C	3.1	2	10	0.1	-8	-1.3	-1	-3
37	CCOc1ccc(CCN2C(=S)N([C@@H](CC(C)C)CN3CCCC3CN3C(=S)NC[C@@H]3CC(C)C)C[C@@H]2Cc2ccccc2)cc1 (some centres not stated)	-2.6	-3	-10	-0.4	-16	0.0	4	1
38	CC/C(Cc1ccccc1)=N/NC(=O)CNC(=O)c1ccc(Cl)cc1Cl	0.5	0	7	0.0	5	0.0	-8	15
39	C[C@@H]1CN([C@@H](C)CO)C(=O)Cc2cc(NC(=O)Nc3ccc4c(c3)OCO4)ccc2O[C@@H]1CN(C)Cc1ccc(C(=O)O)cc1	0.7	4	-5	nt	20	0.3	-3	-15
40	CC(=O)Oc1ccccc1Cn1c(C)c(C(=O)NCc2cccc(Cl)c2)sc1=O	-0.6	2	-21	nt	-28	0.1	11	9
41	CCOC(=O)N1CCN(C(=O)COCc2cc(-c3ccc4c(c3)OCO4)on2)CC1	2.7	4	-13	nt	1	0.2	1	-1
42	CCOC(=O)C1(CCc2ccccc2)CCN(C(=O)CCn2cnnn2)CC1	0.1	-3	-14	-0.3	-8	0.1	nt	-5
43	CCN1/C(=C/C=C/c2oc3ccc(-c4ccccc4)cc3[n+]2CC)Oc2ccc(-c3ccccc3)cc21	-35	-23	i	218*	5	103*	-304	-3
44	O=C(O)c1ccc(Cl)c(S(=O)(=O)Nc2ccc3[nH]c(=O)[nH]c3c2)c1	0.3	11	1	nt	22	-0.7	nt	3
45	NS(=O)(=O)c1ccc(CNC(=S)NC2CC2)cc1	2.9	0	-3	nt	-2	0.0	nt	-3
46	COc1c(/C=N/Nc2ccc(C(=O)O)cc2)c(CCN(C)C(C)=O)cc2c1OCO2	3.2	5	-5	-0.1	-1	0.1	nt	2
47	CCCCN(C(=O)c1cccc(-c2ccc(OC(C)=O)cc2)c1)c1c(N)n(CCC)c(=O)[nH]c1=O	-3.4	3	-11	-0.4	13	0.0	11	-7
48	Cc1cccc(N(CC(=O)N2CCN(c3ccc(F)cc3)CC2)S(C)(=O)=O)c1C	-1.8	2	-9	nt	-29	0.1	-7	14
49	O=C(Nc1ccc(N2CCOCC2)cc1)c1ccc(Cl)cc1N1CCCC1=O	-1.3	11	-7	nt	3	0.1	6	4
50	CC(C)(C)OC(=O)N1CCCN(C(c2ccnc3ccccc23)c2nnnn2-c2ccc3c(c2)OCCO3)CC1 (configuration not stated)	2.8	-19	-13	-0.2	10	0.3	nt	?
51	COC(=O)Nc1ccc(S(=O)(=O)N2CCCC(C(=O)N3CCN(C)CC3)C2)cc1 (configuration not stated)	0.5	0	-7	nt	6	?	-5	-3
52	Cc1c(C(=O)Nc2ccc(S(=O)(=O)N(C)C3CCN(C)CC3)cc2)oc2c(Cl)cccc12	-3.5	-34	69*	nt	-5	-0.1	9	-4
53	C=CCOc1ccc(/C=C/C(=O)OCC(=O)N(C)CC(=O)Nc2ccccc2Cl)cc1	-1.1	-2	2	-0.3	-4	0.0	nt	2
54	O=C(CSc1nc2ncccc2[nH]1)NCc1ccco1	0.6	1	-13	nt	-5	0.1	1	4
55	COC(=O)c1ccc(COc2ccccc2/C=C(\C#N)C(=O)Nc2c(C)cc(C)cc2C)cc1	1.0	-2	-8	nt	2	0.0	nt	-10
56	O=c1[nH]c2ccccc2nc1/C=C/c1ccc(Cl)cc1	1.6	0	-65	nt	6	0.0	-14	9
57	O=C1CN(Cc2ccc(F)cc2)C[C@H]2[C@@H](c3ccc(-c4ccccc4)cc3)[C@@H](CO)N12	3.3	1	-2	-0.1	-32	0.3	nt	2

From PubChem
